GRK2 inh = compounds blocking aptamer binding on GRK2 – biochemical, human GRK2, bead flow cytometry, HTS, primary screen; Beta-adrenergic receptor kinase 1 (Homo sapiens), P25098; FAM-aptamer displacement from GRK2; inhibition of aptamer binding, % at 10 µM; 0.59% of 330,000 active;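 active = inhibition of aptamer binding above 40%, roughly 3 SD of noise, on plates passing a quality check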;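 note: median bead fluorescence of bound FAM aptamer so fluorescent compounds give negative values; no value below 0 was filed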
AGP1-GFP MLPCN = modulators of AGP1-GFP expression in yeast TOR pathway, primary screen, cell-based, multiplex flow cytometry, S. cerevisiae, MLPCN library; 3 h; GFP as percent of DMSO wells; GFP response vs DMSO, % at 10 µM; 0.02% of 320,000 active; AID 2066, 2009;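 active = GFP response relative to DMSO above a set limit, near screen average plus 3 SD, cut at about 150% in these data; inconclusive = fewer than 70 cells counted for the yeast strain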;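 note: median GFP channel fluorescence of the gated AGP1 strain per well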
VLA-4 inh = inhibition in human VLA-4 binding assay, primary screen, VLA-4 allosteric modulator project, MLPCN library, flow cytometry, VLA-4 expressing cells; Integrin alpha-4 (Homo sapiens), P13612; ligand binding flow cytometry; inhibition, % (about 7 µM as worked out from the volumes in the protocol); 0.2% of 330,000 active; AID 2557, 2010; in the data active = inhibition above about 50%
Target sequence (P13612 whole entry, looked up): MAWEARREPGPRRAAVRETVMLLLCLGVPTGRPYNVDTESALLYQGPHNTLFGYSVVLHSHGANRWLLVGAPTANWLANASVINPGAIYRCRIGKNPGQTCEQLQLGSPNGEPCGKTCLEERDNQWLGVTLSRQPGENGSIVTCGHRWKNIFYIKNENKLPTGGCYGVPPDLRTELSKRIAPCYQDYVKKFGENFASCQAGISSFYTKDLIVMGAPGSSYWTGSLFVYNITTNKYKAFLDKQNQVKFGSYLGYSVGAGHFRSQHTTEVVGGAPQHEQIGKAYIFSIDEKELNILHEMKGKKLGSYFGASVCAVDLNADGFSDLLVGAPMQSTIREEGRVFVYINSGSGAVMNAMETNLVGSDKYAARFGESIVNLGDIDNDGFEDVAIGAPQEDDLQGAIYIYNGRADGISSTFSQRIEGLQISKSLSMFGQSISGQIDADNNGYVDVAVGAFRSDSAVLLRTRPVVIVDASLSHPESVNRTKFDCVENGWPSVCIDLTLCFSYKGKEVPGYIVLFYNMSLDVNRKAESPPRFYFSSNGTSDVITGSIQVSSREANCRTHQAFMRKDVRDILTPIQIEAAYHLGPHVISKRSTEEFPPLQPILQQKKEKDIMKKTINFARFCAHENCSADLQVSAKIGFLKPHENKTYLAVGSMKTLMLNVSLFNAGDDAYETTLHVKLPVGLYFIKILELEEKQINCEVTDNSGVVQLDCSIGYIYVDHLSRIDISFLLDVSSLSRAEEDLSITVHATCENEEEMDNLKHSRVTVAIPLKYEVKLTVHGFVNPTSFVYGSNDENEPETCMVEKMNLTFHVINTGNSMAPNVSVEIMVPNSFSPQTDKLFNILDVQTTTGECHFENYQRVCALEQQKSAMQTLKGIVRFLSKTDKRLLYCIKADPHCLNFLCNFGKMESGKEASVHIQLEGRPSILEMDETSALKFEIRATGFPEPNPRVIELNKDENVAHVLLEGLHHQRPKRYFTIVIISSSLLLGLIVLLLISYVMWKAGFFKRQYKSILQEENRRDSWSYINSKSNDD
RPL19A TOR yeast = RPL19A-GFP expression modulators in yeast, primary screen, cell-based, S. cerevisiae, multiplex flow cytometry, MLPCN. S. cerevisiae RPL19A-GFP strain, 3 h; active compounds read low. percent response vs DMSO, % at 10 µM. 0.3% of 330,000 active. AID 2025, 2009;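 active = percent response vs DMSO below 50%; inconclusive = fewer than 70 events counted for the yeast strain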;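 note: median channel GFP fluorescence of the barcoded RPL19A-GFP strain; ratio of sample median GFP to plate DMSO average so 100% = DMSO; lower means less RPL19A-GFP as with rapamycin TOR inhibition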
Yeast superoxide = reduction of superoxide in aged yeast, primary screen, HTS | S. cerevisiae aged cells, superoxide DHE fluorescence; active compounds read low | superoxide response (% of plate mean), % at 10 µM | 0.18% of 330,000 active | AID 2690, 2010;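 active = superoxide response under a set limit, about three screen SD below normal, cut at about 65% in these data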;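 note: yeast aged for seven days with compound at 30 °C before DHE staining; 100% = average MFI of all compound-treated wells on the plate with controls excluded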
MEP2-GFP yeast = modulators of MEP2-GFP levels in yeast, primary screen, S. cerevisiae, multiplex flow cytometry, MLPCN library; S. cerevisiae MEP2-GFP strain, 3 h; 100% = DMSO control level; GFP response vs DMSO, % at 10 µM; 0.51% of 330,000 active; AID 2016, 2009;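 active = GFP response versus DMSO above a set limit, roughly screen mean plus 3 SD, cut at about 180% in these data; inconclusive = fewer than 70 cells counted for a yeast strain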;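 note: median GFP fluorescence of the barcode-gated MEP2-GFP cells per well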
LAP4-GFP MLPCN = modulators of LAP4-GFP expression in yeast, primary screen, S. cerevisiae, multiplex flow cytometry, MLPCN library | GFP response vs DMSO, % at 10 µM | 0.34% of 320,000 active | 3 h; median GFP as percent of DMSO wells;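 active = GFP response vs DMSO above a set limit, about the screen mean plus 3 SD, cut at about 150% in these data; inconclusive = under 70 cell events counted for the yeast strain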
CIT2-GFP yeast = modulators of CIT2-GFP expression in yeast, primary screen, S. cerevisiae, GFP fusion, multiplex flow cytometry, MLPCN library | AID 2029, 2009 | S. cerevisiae CIT2-GFP strain, 3 h; 100 means same as DMSO wells | 0.065% of 320,000 active | GFP response vs DMSO, % at 10 µM;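 active = GFP response relative to DMSO above a set limit, near the screen mean plus 3 SD, cut at about 150% in these data; inconclusive = Fewer than 70 cells measured for a yeast strain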;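 note: ratio of well median GFP fluorescence to mean of DMSO wells on the plate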
An asterisk follows results filed as active; u = inconclusive; x = not tested or not shown; [ ] = dose if it differs, or a comment.

SMILES	GRK2 inh	AGP1-GFP MLPCN	VLA-4 inh	RPL19A TOR yeast	Yeast superoxide	MEP2-GFP yeast	LAP4-GFP MLPCN	CIT2-GFP yeast
O=C(Nc1cc(Cl)cc(Cl)c1)C1CC(=O)N(C2CCCC2)C1 (stereo not drawn)	4	105	-2	103	105	108	110	97
CCOC(=O)CSc1nc(N2CCOCC2)c2c(c1C#N)CC(C)(C)OC2	3	103	10	106	99	106	107	98
Cc1ccccc1NC(=S)NCc1ccco1	0	116	-7	111	94	129	113	110
O=C(CSc1oc(-c2cccs2)nc1S(=O)(=O)c1ccc(F)cc1)NCC1CCCO1 (stereo not drawn)	42*	109	-32	107	103	104	104	113
CCOc1ccc(NS(=O)(=O)c2cc(C(=O)NCCCN3CCCC3=O)ccc2C)cc1	1	87	-6	91	102	97	98	88
COc1ccccc1COCC(O)CNCCc1ccc(C(F)(F)F)cc1 (stereo not drawn)	0	96	8	101	113	89	91	100
CC(C)CCNc1ncnc2c1nnn2Cc1ccccc1	2	107	41	95	97	126	110	106
O=C(c1ccccc1F)N1CCN(c2ccc([N+](=O)[O-])c(NCC3CCCO3)c2)CC1 (stereo not drawn)	4	98	8	102	93	105	91	100
CC(C)(O)C1=NOC(c2ccccc2)C1 (stereo not drawn)	1	106	4	101	94	106	95	110
O=C(c1ccccc1)N1CCC(=O)N1c1ccccc1	0	96	10	100	107	85	91	98
CC(C)OCCCNC(=O)NC(=O)c1ccc(Cl)cc1	0	101	16	100	96	104	102	99
Cc1ccc2c(c1)c(CC(=O)Nc1ccc(C)c(F)c1)c(C(=O)O)n2C	3	94	3	92	105	90	90	95
Cn1c(CCN2CCOCC2)nc2cc(NC(=O)c3cccs3)ccc21	4	102	-9	95	103	94	100	103
COc1ccccc1NC(=O)C(C)OC(=O)c1cc2ccccc2[nH]1 (stereo not drawn)	0	90	-7	96	109	112	109	85
O=C(NC1CCCCC1)c1ccc(CS(=O)Cc2ccccc2Cl)o1 (stereo not drawn)	1	103	11	101	116	103	99	106
COc1cc(/C=C/C(=O)OCC(=O)NC(=O)NC(C)(C)C)ccc1OCC#N	0	99	23	100	108	101	96	99
Cc1cccc(N2C(=O)CCC2=O)n1	1	99	-11	101	77	102	98	100
Nc1cc(CN2C(=O)c3ccccc3C2=O)cc(Cl)c1O	26	96	-46	96	87	96	94	102
O=C(O)c1ccc(/C=C2\SC(=S)N(Nc3ccccc3)C2=O)cc1	0	96	3	100	99	97	98	82
Cc1cc(Cl)ccc1OCCCC(=O)N1CCCCC1	0	102	1	101	87	105	103	101
COc1cccc(-n2nnc3c(=O)n(CC(=O)N4CCCc5ccccc54)cnc32)c1	0	100	-6	99	134	104	105	103
Cc1ccc(S(=O)(=O)N2CCCCC2)cc1NC(=O)C1CCCO1 (stereo not drawn)	3	98	0	98	98	97	107	97
O=C(COC(=O)CCC(=O)Nc1nccs1)NCc1ccco1	0	90	31	102	97	98	92	x
O=C(Nc1ccc(O)c(C(=O)O)c1)Oc1ccccc1	1	97	6	102	97	99	98	100
Cc1ccc([C@@H]2CC=C(C(=O)O)[C@H](c3ccc(Cl)cc3)N2S(=O)(=O)c2ccccc2C)cc1	1	77	12	90	102	85	81	86
CCn1cnc2cc(NS(=O)(=O)c3ccc(C)cc3)ccc21	1	97	39	102	97	106	96	101
O=C(Nc1nnc(-c2ccncc2)s1)C1CCCO1 (stereo not drawn)	1	104	7	105	89	109	113	106
Cc1ccc(-c2ccc(/C=N/c3ncn[nH]3)o2)cc1Cl	1	94	16	95	90	100	126	91
COc1cc(-c2nc(CN(C)C(C)c3ccncn3)c(C)o2)ccc1F (stereo not drawn)	1	98	5	99	100	96	97	x
CN1CCN(c2nc3c(c(=O)[nH]c(=O)n3C)n2CCSc2nc3ccccc3s2)CC1	0	113	1	111	89	97	104	117
CCC1CN(C(=O)N2CCC(C(=O)NCCc3ccccc3)CC2)c2ccccc2O1 (stereo not drawn)	0	u	4	u	108	u	u	u
COc1ccccc1N1C(=O)CC(Nc2ccc(N3CCOCC3)cc2)C1=O (stereo not drawn)	0	u	-2	83	109	89	85	85
Cc1cc(Cl)cc(Cl)c1OCCCCN(C)C	0	104	34	109	105	112	106	109
Cc1ccc(SCC(=O)OC(C)C(=O)N2CCc3ccccc32)cc1 (stereo not drawn)	0	108	0	101	113	117	109	102
CC(=O)NS(=O)(=O)c1ccc2c(c1)C(=O)c1cc(S(=O)(=O)NC(C)=O)ccc1-2	4	93	4	102	100	102	85	103
CC(C)C(=O)Nc1ccc(NC(=S)NC(=O)c2ccc([N+](=O)[O-])cc2)cc1	3	101	6	x	106	99	99	101
Cn1c(C(=O)N2CCN(c3ccccn3)CC2)cc2ccccc21	1	95	1	100	104	105	92	98
N#Cc1ccc(NC(=O)CNc2cc(S(=O)(=O)N3CCOCC3)ccc2NCC2CCCO2)cc1 (stereo not drawn)	2	101	-15	98	107	97	98	93
O=C(CSCc1nc2ccccc2[nH]1)Nc1ccc2ccccc2c1	1	102	x	96	96	104	105	98
O=C1CN(S(=O)(=O)c2cc(C(F)(F)F)ccc2Cl)CCN1	1	96	-2	96	90	99	103	98
COc1cc(NC(=O)c2cc3nc(C4CC4)cc(C(F)(F)F)n3n2)c(OC)cc1Cl	0	107	-1	105	101	107	104	119
Cc1nn(CC(=O)c2cccc(Cl)c2)c(C)c1[N+](=O)[O-]	0	101	11	102	110	101	101	101
O=C(COC(=O)CCCc1nc2ccccc2s1)Nc1ncc(Cl)cc1Cl	2	99	15	100	127	103	94	102
COc1ccc(C(=O)c2ccc(OC)cc2OC)cc1	1	84	0	92	101	86	119	65
COc1ccc(S(=O)(=O)Nc2ccc(O)c(Sc3ncn[nH]3)c2)cc1	0	108	6	101	108	102	103	104
CCOc1ccc(NC(=O)CCn2nc(C)c(S(=O)(=O)N3CCCCC3)c2C)cc1	0	102	5	102	58*	100	106	106
CCCn1c(=O)[nH]c(=O)c2c1nc(-c1ccc(OC(F)(F)C(F)C(F)(F)F)cc1)n2CCOC (stereo not drawn)	0	60	0	72	105	179*[may fluoresce violet]	101[may fluoresce violet]	u
CCOC(=O)c1nc2ccccc2s1	0	99	5	102	102	100	102	109
O=C(CCn1cnc2ccccc2c1=O)Nc1ccc(S(=O)(=O)N2CCCCC2)cc1	1	103	-2	106	108	99	113	96
O=c1c2c3c(sc2ncn1/N=C/c1ccncc1)CCCC3	0	90	-6	101	87	101	108	103
O=C(Nc1ccc2oc(-c3ccncc3)nc2c1)c1ccc2c(c1)OCO2	8	100	-6	100	95	102	112	106
COc1ccc(C(NC(=O)CNC(C)=O)C(=O)Nc2ccc(C(C)C)cc2)cc1 (stereo not drawn)	0	x	15	97	106	101	98	95
O=C(CSc1nnc(-c2ccccc2)n1-c1ccc(Cl)cc1)NC1CCS(=O)(=O)C1 (stereo not drawn)	1	103	-1	101	101	102	104	98
Cc1ccc(N2C(=O)C(Cl)=C(N3CCOCC3)C2=O)c(C)c1	0	92	3	100	97	106	95	99
CCN(CC)CCNC(=O)CS(=O)Cc1nc(-c2ccccc2Cl)oc1C (stereo not drawn)	4	94	-2	96	105	100	92	93
Fc1ccccc1OCCCCCN1CCCC1	0	105	x	104	107	108	103	97
O=C(N/N=C/c1c(Cl)nc2ccccn2c1=O)c1cccnc1	0	90	-1	97	110	97	100	106
Cc1cccc(OCC(=O)Nc2ccc3c(c2)OCO3)c1C	3	91	1	98	102	98	109	86
CCCCCn1c2nc3ccccc3nc2c2c(=O)n(CC(C)C)cnc21	2	109	6	107	91	95	105	105
CCn1cc(CNCc2ccc(OCC(O)CN(C)Cc3ccccc3)cc2)cn1 (stereo not drawn)	0	98	-6	106	100	109	97	107
Later entries:
SMILES	GRK2 inh	AGP1-GFP MLPCN	VLA-4 inh	RPL19A TOR yeast	Yeast superoxide	MEP2-GFP yeast	LAP4-GFP MLPCN	CIT2-GFP yeast
O=C(N/N=C/c1ccc(Cl)cc1Cl)c1ccc(-n2cnnn2)cc1	0	97	14	99	86	95	104	88
O=C(CCC1COc2ccccc2O1)Nc1cccnc1 (stereo not drawn)	0	117	11	106	88	102	99	100
CCc1ccccc1NC(=O)CN(c1cccc(OC)c1)S(C)(=O)=O	0	94	12	95	100	94	84	x
CN(C)CCCN1C(=O)C(O)=C(C(=O)c2cccs2)C1c1cccc([N+](=O)[O-])c1 (stereo not drawn)	0	90	13	96	93	115	104	106
COc1ccc(Nc2nnc(C)c3ccccc23)cc1C(N)=O	5	101	0	102	107	93	102	92
